pCIP destab: compounds decreasing mouse p/CIP protein stability. Q05BA5. F442A p/CIP-EGFP cells, EGFP fluorescence, 16 h. decrease of EGFP signal, % at 10 µM. 290,000 compounds, 0.01% hits. AID 1984;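 active = EGFP signal decrease of at least 30% at 10 µM or well 3 SD below plate mean, unless failing retest; inactive = the rest, including hits failing retest or dose response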; note: some compounds called inactive have numbers as strong as hits; many of its hits are not listed in these tables
IMP-1 inh: inhibitors of Pseudomonas aeruginosa IMP-1 metallo-beta-lactamase. purified IMP-1, nitrocefin hydrolysis, epi-absorbance fluorescence. inhibition, % at 5.6 µM. 290,000 compounds, 0.45% hits;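 active = inhibition above the mean plus 3 SD of all compounds in the same screening run, cut at about 4.5% in these data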;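 note: 0% = IMP-1 with DMSO and 100% = DMSO wells lacking enzyme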
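Test system: recombinant IMP-1 enzyme, purified / Medium: HEPES buffer pH 7.1 with ZnSO4 and Brij 35 / Doses: single dose, 5.6 µM / Times: 25 °C, 15 min preincubation, 25 min reaction / Detection: Epi-absorbance via hydrolysed-nitrocefin quenching of white-plate fluorescence, 480/530 nm, EDTA stop / Evaluation: percent inhibition from optical density relative to buffer-blank wells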
VIM-2 inhibitor: blocks Pseudomonas aeruginosa VIM-2 metallo-beta-lactamase; inhibition, % at 5.6 µM; 290,000 compounds, 0.89% hits; purified VIM-2, nitrocefin hydrolysis, epi-absorbance fluorescence;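 active = inhibition above the mean of all tested compounds plus 3 SD, cutoff set per screening run, cut at about 7.5% in these data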;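 note: red hydrolysis product quenches plate fluorescence so inhibitors raise well fluorescence; 0% = enzyme with DMSO and 100% = DMSO without enzyme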
UBC9 SUMO inh: blocks human SUMOylation mediated by UBC9. P63279. HTRF SUMOylation assay, SAE1/SAE2 + UBC9, in vitro. AID 2006. inhibition, % at 35 µM. 290,000 compounds, 0.36% hits; in the data active = inhibition above about 50%, passing the limit was not always enough; note: strong numbers were not always called active
IDE cell activ: boosts human insulin-degrading enzyme activity in HEK cells | P14735 | FAbeta-B cleavage, fluorescence polarization; 0% vehicle, 100% cell-free pure enzyme wells | activation, % at 5.96 µM | 340,000 compounds, 0.073% hits | AID 493087;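 active = activation above the mean of all tested compounds plus 3 SD, set per screening campaign, cut at about 17% in these data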
IDE cell inh: cellular human IDE inhibition | P14735 | HEK cells, FAbetaB cleavage, fluorescence polarization | inhibition, % at 5.59 µM | 320,000 compounds, 0.41% hits;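 active = percent inhibition above the average of all tested compounds plus 3 SD, set per screening campaign, cut at about 16% in these data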;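 note: IDE supplied by intact live HEK cells; FP after avidin binding of uncleaved biotin substrate so inhibition keeps polarization high; 0% = DMSO wells and 100% = 60 µM reference IDE inhibitor Ii1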
NS3 helicase inh: inhibitors of Hepatitis C virus NS3 helicase | AID 1800 | NS3 helicase DNA unwinding, Cy5 molecular beacon fluorescence | 290,000 compounds, 0.56% hits | inhibition, % at 10.9 µM;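 active = inhibition above the mean of all tested compounds plus 3 SD, set per campaign, cut at about 35% in these data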;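 note: 0% = DMSO wells and 100% = thioflavine S control wells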
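Assay system – hepatitis C virus NS3 helicase domain fragment enzyme · Buffer or medium – MOPS pH 6.5, MgCl2, DTT, Tween20, BSA · Reagent – Cy5/quencher beacon DNA duplex and ATP to start · Compound – single 10.9 µM dose · Timing – 1 h at 25 °C · Technique – Cy5 beacon fluorescence read at start and 1 h · Measure – % inhibition of unwinding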
FID counter: displaces DNA intercalator in HCV helicase counter-screen; DNA fluorescent intercalator displacement, fluorescence; AID 1845; 290,000 compounds, 0.17% hits; inhibition, % at 7.9 µM; in the data active = inhibition above about 37%;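 note: 0% = vehicle and 100% = reference compound; higher means more ethidium bromide displaced from hairpin DNA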
PfM18AAP inh: blocks P. falciparum M18 aspartyl aminopeptidase | recombinant PfM18AAP, H-Glu-NHMec fluorogenic cleavage | inhibition, % at 7.35 µM | 290,000 compounds, 1.2% hits;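 active = inhibition above the campaign mean inhibition over all tested compounds plus 3 SD, cut at about 28% in these data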;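 note: 0% = plate median of test compound wells and 100% = 2 mM ZnCl2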
* = called active by the depositor; . = not tested or not shown. This is a random part of the collection; overall some 3.6% were active at least once.

The line under a structure holds: IDE cell activ	IDE cell inh	NS3 helicase inh	PfM18AAP inh	IMP-1 inh	VIM-2 inhibitor	pCIP destab	FID counter	UBC9 SUMO inh
- Cc1ccc(C(=O)N/N=C/c2ccc(-c3ccc(Br)cc3[N+](=O)[O-])o2)o1
    -6	-4	48*	8	1.1	-1.9	-21	-11	5
- CNC(=S)N1N=C(c2ccc(OC)cc2)CC1c1ccc(N(C)C)cc1 (configuration not stated)
    4	0	-16	0	-3.8	-2.4	-4	-18	11
- CC1Cc2ccccc2C(=O)N1 (configuration not stated)
    1	1	1	8	-2.7	-2.5	4	-2	-10
- Cc1ccc(Cn2c(=N)c(S(=O)(=O)c3ccc(Br)cc3)cc3c(=O)n4ccccc4nc32)cc1
    5	5	-1	-7	-2.3	-2.1	2	-5	-4
- Cn1cccc1Cc1nnc(SCC(=O)Nc2cccc(F)c2)n1CCc1ccccc1
    1	2	42*	5	-2.8	-4.6	-3	-53	7
- COc1ccc(S(=O)(=O)N(C)CC(=O)N2CCC(C(N)=O)CC2)cc1
    -1	-6	1	0	-2.4	-4.3	1	-2	14
- Cc1cnc(C(=O)Nc2cc(S(=O)(=O)N3CCOCC3)ccc2N2CCN(C)CC2)cn1
    3	1	-9	13	-1.6	5.2	-16	12	29
- O=C(O)Cc1csc(-c2cccc(F)c2)n1
    6	0	-10	-9	-1.0	0.9	6	0	11
- CC(=O)Nc1nc(SCC(=O)NCc2ccc(F)cc2)[nH]c(=O)c1NC(=O)c1cccs1
    4	-2	5	-9	-1.4	0.4	14	-11	8
- CCOC(=O)c1c(C)n(C)c2ccc(OC(=O)c3ccoc3)cc12
    6	-4	7	-29	-5.2	-2.9	-6	3	-5
- Cc1c(Cl)cccc1NC(=S)N(CCN(C)C)C(C)c1ccco1 (configuration not stated)
    14	0	-1	1	-1.9	-1.9	-6	2	9
- COc1ccccc1N/C(=N/S(=O)(=O)c1ccc(C)cc1)c1ccc(Cl)cc1
    -3	2	-6	4	-3.0	-2.3	-12	-27	-15
- Cc1ccc(-n2ncc3c2CCCC3NC(=O)c2ocnc2C)cc1C (configuration not stated)
    5	8	-4	0	-1.9	-1.5	-8	-45	3
- NC(=O)c1cccc(N=Cc2cc(Cl)cc(Cl)c2O)c1
    1	.	0	3	-4.9	-3.3	-1	-1	24
- COc1ccc(OCC(=O)N/N=C(\C)c2cccs2)cc1
    -5	-2	-10	6	-3.7	-1.6	-4	-6	9
- CC(C)C(NC(=O)CNC(=O)OC(C)(C)C)C(=O)NCc1ccc(Cl)cc1 (configuration not stated)
    4	-1	2	-5	-1.1	-1.4	-2	-22	-10
- Cc1nnc(SCCCCSc2nnc(C)c(=O)[nH]2)[nH]c1=O
    7	4	2	3	-2.4	-0.1	5	-3	10
- CCOC(=O)Nc1cc(C)ccc1OC
    7	5	4	-24	-2.7	1.8	5	2	6
- CC1CCN(C(=S)c2cn(Cc3cccc(F)c3)c3ccccc23)CC1
    0	2	13	0	-4.0	0.0	0	-4	2
- CSc1nnc(CCNS(=O)(=O)c2ccc(Br)cc2)n1C
    -3	-5	3	-9	-1.2	1.0	-6	-9	10

Carrying on.
The line under a structure holds: IDE cell activ	IDE cell inh	NS3 helicase inh	PfM18AAP inh	IMP-1 inh	VIM-2 inhibitor	pCIP destab	FID counter	UBC9 SUMO inh
- Nc1cc(N2CCCCCC2)c2nonc2c1[N+](=O)[O-]
    3	5	-2	6	-1.1	2.8	-1	4	0
- COCc1nc2ccccc2n1Cc1ccccc1Br
    1	5	-5	2	-3.0	0.7	-19	-20	3
- O=C(CNC(=O)c1ccco1)NCC(=O)OCc1ccc(Cl)cc1
    5	1	-4	-5	-1.4	-0.5	-1	-1	-18
- O=C(O)CCSc1nnnn1-c1ccccc1
    3	3	4	-6	0.1	-2.5	3	0	12
- O=C(Nc1ccc(OC(F)(F)F)cc1)c1cnc2n(c1=O)CCS2
    0	0	.	.	.	.	-1	.	-3
- COc1ccc(N=C2S/C(=C\c3ccc(C)s3)C(=O)N2CC(C)C)cc1
    7	-2	5	-9	-1.9	-2.9	-8	2	21
- COc1cc(S(=O)(=O)Nc2ncccc2C)c(OC)cc1Cl
    5	-2	-2	10	-0.3	-0.2	-12	-7	-8
- S=C(NCCc1ccccc1)Nc1c(Cl)cccc1Cl
    -4	5	-34	41*	-3.8	-3.7	5	-8	1
- N#Cc1c(NC(=O)c2cc(C3CC3)on2)sc2c1CCC2
    6	5	.	.	.	.	-7	.	-4
- COc1ccc(N2CCN(CC(=O)Nc3cccc(S(=O)(=O)N4CCOCC4)c3)CC2)cc1
    -4	1	-3	6	-5.4	-2.4	4	-7	-9
- Cc1cc(NC(=O)CCC(=O)N(c2ccc(F)cc2)C(C(=O)NC2CCCC2)c2ccc(C)o2)no1 (configuration not stated)
    1	0	2	-1	-1.2	-0.6	-14	-18	-12
- CCN(CCCNC(=O)CCc1nc(-c2ccc(C)cc2)no1)c1cccc(C)c1
    6	0	-19	0	-3.7	-2.6	-4	-11	-15
- O=C1CC(SCc2nc3ccccc3[nH]2)C(=O)N1c1cccc(F)c1 (configuration not stated)
    -6	2	24	-3	-7.2	-5.9	2	-10	-6
- S=C(NCc1ccccc1)NC1CCCc2ccccc21 (configuration not stated)
    .	-2	-11	-5	-2.3	-1.7	-9	-13	-11
- c1ccc2c3c([nH]c2c1)CCNC3
    0	2	-23	16	-0.4	2.6	-10	2	18
- COc1cc(S(=O)(=O)Nc2cccnc2)ccc1F
    2	-4	0	6	-7.7	-4.7	-11	-3	21
- O=C(C1CCCCC1)N1CCN(c2ccccc2F)CC1
    2	-4	-6	1	1.4	-2.2	14	-13	4
- Cc1ccc(Nc2c(-c3ccc(C)o3)nc3ncccn23)cc1
    6	0	18	-35	-0.1	0.1	-2	-3	12
- COc1ccc(N(CC(=O)NC2CCCCC2)C(=O)CCC(=O)Nc2nc(C)cs2)cc1OC
    2	-2	0	-2	-2.2	-0.5	-6	-41	-2
- CCOc1nc(N2CCCCC2)nc(-n2cc(-c3ccccc3)nn2)n1
    0	-2	1	-4	-2.0	-5.2	0	-6	-6

The listing continues:
The line under a structure holds: IDE cell activ	IDE cell inh	NS3 helicase inh	PfM18AAP inh	IMP-1 inh	VIM-2 inhibitor	pCIP destab	FID counter	UBC9 SUMO inh
- CC(=O)N1CCc2cc(S(=O)(=O)NCC(=O)NCc3ccccc3Cl)ccc21
    -2	-2	2	7	-2.4	-6.3	-6	-12	6
- Cc1ccc2c(CN3CCCCC3)cc(=O)oc2c1C
    1	2	0	4	-2.6	0.1	-22	4	7
- CCOC(=O)c1cc(C#N)c(N2CCCCC2)nc1-c1ccccc1
    -3	-5	-3	-13	-0.8	1.1	.	-10	.
- COc1ccc(NC(=O)C2C(=O)N(C)C3(C)CC2c2ccccc2O3)cc1 (configuration not stated)
    8	-2	-8	1	-1.1	-3.5	-11	-16	-4
- Cc1ccc(COn2c(-c3ccc(Cl)cc3)nc3ccc([N+](=O)[O-])cc32)cc1
    -4	2	8	6	0.3	-2.2	-13	9	19
- O=C(Nc1ccc2c(c1)OCCO2)c1coc2ccccc2c1=O
    -3	-3	3	-1	-3.5	-2.6	7	-4	30
- CCCS(=O)(=O)Nc1ccc2cn[nH]c2c1
    1	-1	-17	8	-2.7	2.6	8	-5	4
- Cc1ccc(S(=O)(=O)N2CCC(C(=O)NNC(=O)c3ccc(F)cc3)CC2)cc1
    -6	6	7	-3	-0.8	-0.7	5	-7	7
- S=C(c1ccc(-c2ccccc2Cl)o1)N1CCOCC1
    -3	3	0	4	-0.7	-0.4	-9	-7	15
- CC(C)(C)c1ccc(NC(=S)NCc2cccs2)cc1
    5	3	0	-15	-4.7	-5.1	-3	-11	-11
- CCCCCC(O)CCC(=O)NNC1=CC(=O)CC(C)(C)C1 (configuration not stated)
    8	5	6	-4	-2.6	-3.0	-9	-11	14
- COc1ccc(C(=O)CSc2nccc(=O)[nH]2)cc1
    2	-3	-1	-7	-2.3	-3.2	1	-5	13
- Cc1cccc(/C=N/c2sc3c(c2C(=O)OC(C)(C)C)CCN(C)C3)c1O
    3	2	12	-1	-0.8	-1.7	-3	-1	-3
- N#C/C(=C\c1cccnc1)C(=O)Nc1ccc(O)cc1F
    0	-1	2	16	-1.9	-2.3	1	-10	-4
- Cc1ccc(-c2nnc3n2CCCCC3)cc1
    -5	7	-3	-4	-3.5	-4.1	-15	-3	12
- O=C(COc1ccccc1C(=O)NCC1CCCO1)Nc1ccc(Cl)cc1Cl (configuration not stated)
    1	8	-9	-2	-0.6	-0.5	-11	-16	21
- O=C(O)c1ccc(Cn2cnc3sc4c(c3c2=O)CCCC4)cc1
    3	0	2	15	0.3	-0.8	-14	-30	10
- COCC(=O)N=Nc1c(O)[nH]c2ccccc12
    -3	3	-3	7	0.6	2.7	-22	11	2
- CCCCCCC(C)n1[nH]c(=O)c2c(C)cc(=O)[nH]c21 (configuration not stated)
    3	0	4	1	-1.5	0.6	6	-1	0
- CCn1ccnc1C(O)c1cccc2ccccc12 (configuration not stated)
    2	.	2	-1	-2.5	-1.4	7	-8	0
- Cc1c(C(=O)O)oc2ccc(S(=O)(=O)NCc3ccccc3)cc12
    4	3	-1	-11	-4.6	-4.7	8	-3	-6
- COCCCN1C(=O)N(c2ccc(F)cc2)C(=O)C1CC(=O)Nc1ccc(OC)cc1 (configuration not stated)
    3	5	-10	-4	-3.1	-2.5	-9	-9	6
- O=C(NC1CCCCC1)c1cc(-c2ccco2)on1
    6	-1	6	5	-2.9	-3.8	-11	-1	8

Source: PubChem
